PAFAH1B2 inh: inhibitors of human PAFAH1B2; P68402; recombinant PAFAH1B2, FP-rhodamine activity probe, fluorescence polarization; inhibition, % at 3.39 µM; hit rate 1.2% among 340,000;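 active = inhibition above the mean of all tested compounds plus 3 SD, cut at about 24% in these data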;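 also: 0% = enzyme with DMSO and 100% = wells lacking PAFAH1B2; many of its hits are not listed in these tables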
PAFAH1B3 inh: blocks human PAF acetylhydrolase 1B catalytic subunit 3. Q15102. inhibition, % at 3.39 µM. hit rate 0.28% among 340,000. recombinant PAFAH1B3, FP-rhodamine probe, fluorescence polarization;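 active = inhibition above the screen-wide average of all tested compounds plus 3 SD, cut at about 25% in these data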;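 also: 0% = enzyme with DMSO only and 100% = wells lacking PAFAH1B3 protein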
Target sequence (Q15102 whole entry, looked up): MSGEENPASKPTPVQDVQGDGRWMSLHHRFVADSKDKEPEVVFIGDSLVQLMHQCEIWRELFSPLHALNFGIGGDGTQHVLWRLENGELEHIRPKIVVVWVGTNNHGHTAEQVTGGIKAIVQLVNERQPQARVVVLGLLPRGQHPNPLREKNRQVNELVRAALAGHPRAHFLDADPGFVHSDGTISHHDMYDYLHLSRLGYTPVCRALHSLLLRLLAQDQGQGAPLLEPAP
GSTO1 inh: blocks human GSTO1 in RBBP9 counter-screen; P78417; recombinant GSTO1, activity-based probe fluorescence polarization; inhibition, % at 5.96 µM; hit rate 1.1% among 300,000;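 active = inhibition above the campaign mean inhibition plus 3 SD, cut at about 35% in these data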;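 also: 0% = GSTO1-1 with DMSO and 100% = wells lacking GSTO1-1 enzyme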
PAFAH2 inh: PAFAH2 (human) inhibition | recombinant PAFAH2, FP-rhodamine activity probe, fluorescence polarization | inhibition, % at 3.39 µM | hit rate 0.99% among 340,000 | AID 492956;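 active = inhibition above the mean over all tested compounds plus 3 SD, cut at about 30% in these data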;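 also: inhibitors block probe labeling of enzyme so polarization drops; 0% = enzyme with DMSO and 100% = wells lacking PAFAH2 protein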
PME-1 primary: PME-1 (human) inhibition; hit rate 0.53% among 320,000; Q9Y570; recombinant PME-1, FP-Rh probe fluorescence polarization; AID 2130; inhibition, % at 5.9 µM;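 active = inhibition above the campaign mean of all compounds plus 3 SD, cut at about 26% in these data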;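 also: competitive labeling of PME-1 active site by serine hydrolase directed probe; 0% = PME-1 with DMSO and 100% = wells lacking PME-1 enzyme; inhibitors block probe labeling so polarization falls and inhibition rises; many of its hits are not listed in these tables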
PAD4 FP inh: PAD4 (human) enzyme inhibition. Q9UM07. inhibition, % at 6.36 µM. recombinant PAD4, RCA probe fluorescence polarization. hit rate 0.41% among 330,000;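 active = percent inhibition above a cutoff equal to the mean of all tested compounds plus 3 SD, cut at about 15% in these data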;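 also: 0% = PAD4 with RCA probe and DMSO and 100% = probe without PAD4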
Target sequence (Q9UM07 whole entry, looked up): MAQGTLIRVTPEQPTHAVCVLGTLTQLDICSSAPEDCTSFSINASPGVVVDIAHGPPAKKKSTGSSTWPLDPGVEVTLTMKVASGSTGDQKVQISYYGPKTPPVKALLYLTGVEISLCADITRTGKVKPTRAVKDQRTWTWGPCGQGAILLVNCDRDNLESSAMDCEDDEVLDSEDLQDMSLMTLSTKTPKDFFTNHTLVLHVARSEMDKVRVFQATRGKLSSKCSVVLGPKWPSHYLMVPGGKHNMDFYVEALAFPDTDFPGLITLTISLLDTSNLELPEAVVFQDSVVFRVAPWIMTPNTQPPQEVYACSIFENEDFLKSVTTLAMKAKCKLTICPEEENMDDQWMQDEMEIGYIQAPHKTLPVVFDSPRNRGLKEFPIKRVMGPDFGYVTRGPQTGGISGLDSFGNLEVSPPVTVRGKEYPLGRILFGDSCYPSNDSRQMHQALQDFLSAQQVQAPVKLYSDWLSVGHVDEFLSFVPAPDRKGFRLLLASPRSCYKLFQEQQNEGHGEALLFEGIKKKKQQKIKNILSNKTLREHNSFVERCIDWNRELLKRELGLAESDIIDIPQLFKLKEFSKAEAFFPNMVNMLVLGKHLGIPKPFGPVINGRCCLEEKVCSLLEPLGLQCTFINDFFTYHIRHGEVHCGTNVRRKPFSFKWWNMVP
LYPLA1 inh: counter-screen for PME1 inhibitors: inhibitors of human LYPLA1; recombinant LYPLA1, FP-Rh probe fluorescence polarization; inhibition, % at 5.9 µM; hit rate 0.16% among 320,000; AID 2174;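 active = inhibition above the mean of all tested compounds plus 3 SD, set per campaign, cut at about 14% in these data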;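 also: inhibitors block serine hydrolase probe labeling of LYPLA1 so polarization falls; 0% = enzyme with DMSO and 100% = wells lacking LYPLA1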
Target sequence (O75608 whole entry, looked up): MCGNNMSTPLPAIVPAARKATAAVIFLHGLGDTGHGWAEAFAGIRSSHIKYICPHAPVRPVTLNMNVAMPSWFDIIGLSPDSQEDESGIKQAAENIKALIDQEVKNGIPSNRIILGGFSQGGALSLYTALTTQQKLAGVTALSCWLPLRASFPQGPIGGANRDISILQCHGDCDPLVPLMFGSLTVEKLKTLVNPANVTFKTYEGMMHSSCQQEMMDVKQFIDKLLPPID
pPAFAH FP inh: inhibitors of human plasma PAF acetylhydrolase (pPAFAH). AID 463082. recombinant pPAFAH, FP-rhodamine probe fluorescence polarization. hit rate 1.5% among 330,000. inhibition, % at 3.39 µM;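 active = inhibition above the mean inhibition across the screen plus 3 SD, cut at about 25% in these data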;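 also: inhibitors block binding of the rhodamine activity-based probe so polarization drops; 0% = enzyme with DMSO and 100% = wells lacking pPAFAH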
LYPLA2 inh: LYPLA2 (human) inhibition in PME1 counter-screen. recombinant LYPLA2, FP-Rh probe fluorescence polarization. O95372. inhibition, % at 5.9 µM. hit rate 0.38% among 320,000;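 active = inhibition above the screen-wide mean plus 3 SD, limit set per campaign, cut at about 26% in these data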;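 also: 0% = LYPLA2 with DMSO and 100% = wells lacking LYPLA2 enzyme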
An asterisk follows results filed as active; . = not tested or not shown. The list is partial; the hit share may differ from the screen's.

Letter code – A = PAFAH1B2 inh; B = PAFAH1B3 inh; C = GSTO1 inh; D = PAFAH2 inh; E = PME-1 primary; F = PAD4 FP inh; G = LYPLA1 inh; H = pPAFAH FP inh; I = LYPLA2 inh
[1] COc1cc(C(=O)NCC(c2ccco2)N2CCc3ccccc3C2)cc(OC)c1OC (stereo not given)
  A: 1 | B: -1 | C: 4 | D: -1 | E: 1 | F: 0 | G: 2 | H: 4 | I: -4

[2] CS(=O)(=O)N1N=C(c2ccco2)CC1c1ccc(Cl)cc1 (stereo not given)
  A: 0 | B: -3 | C: 3 | D: 4 | E: 7 | F: -6 | G: -3 | H: 1 | I: -1

[3] C/C(=N\NC(=S)NCc1ccccc1)c1ccc2c(c1)OCCO2
  A: 2 | B: 13 | C: -16 | D: -1 | E: 9 | F: 1 | G: -1 | H: 6 | I: -1

[4] CCN(C(=O)CCS(=O)(=O)c1cccc2nonc12)c1ccc(F)cc1
  A: 0 | B: 3 | C: 1 | D: -4 | E: 2 | F: -2 | G: 0 | H: 6 | I: -2

[5] CCC(=O)NC(/C=C/c1ccccc1)c1cc([N+](=O)[O-])c2cccnc2c1O (stereo not given)
  A: . | B: . | C: 1 | D: . | E: 4 | F: -1 | G: 0 | H: 13 | I: 4

[6] Cc1ccc(C(=O)N/N=C\c2cc3c(cc2Br)OCO3)cn1
  A: 4 | B: 7 | C: 14 | D: 1 | E: -8 | F: 0 | G: 0 | H: 3 | I: -1

[7] COc1ccc(-c2nn[nH]n2)cc1OC
  A: 1 | B: 5 | C: 0 | D: -6 | E: 2 | F: -1 | G: -4 | H: 21 | I: -3

[8] CC1(C)CC2CC(C)(CN2C(=O)c2cc(-c3ccccc3)on2)C1 (stereo not given)
  A: 9 | B: -1 | C: 0 | D: -7 | E: 1 | F: 4 | G: 0 | H: 2 | I: -4

[9] O=C(NC1CC2CCCC(C1)N2C(=S)Nc1ccccc1)C1CC1 (stereo not given)
  A: 2 | B: 2 | C: -3 | D: 0 | E: -4 | F: -4 | G: 1 | H: 3 | I: -3

[10] C[C@H]1CCC[C@]2(O[C@@H](CCO)C[C@H](O)[C@H]2O)O1
  A: 3 | B: 5 | C: 1 | D: -10 | E: 7 | F: -1 | G: -2 | H: 1 | I: 6

[11] Cc1cc(NC(=O)CSCC(=O)Nc2cccc(S(=O)(=O)N3CCCCCC3)c2)no1
  A: 5 | B: 9 | C: 1 | D: 2 | E: -3 | F: -1 | G: 0 | H: 4 | I: 1

[12] CCC(C)NCC(O)(c1ccc(Cl)cc1)c1ccc(Cl)cc1 (stereo not given)
  A: 5 | B: 11 | C: 1 | D: 12 | E: -3 | F: -2 | G: 1 | H: 1 | I: -2

[13] COc1cc(NC(=O)Cc2cccc3ccccc23)c(C(=O)O)cc1OC
  A: 7 | B: 16 | C: 2 | D: 60* | E: -5 | F: -5 | G: 3 | H: 8 | I: 3

[14] Cc1cccc(C(=O)N2CCCC(N3CCN(c4ccc(F)cc4)CC3)C2)n1 (stereo not given)
  A: -2 | B: 4 | C: 3 | D: -6 | E: 2 | F: 3 | G: 1 | H: 0 | I: 3

[15] Cc1ccc(NC(=O)Cn2nc(C)c3ccccc3c2=O)cc1F
  A: 10 | B: -4 | C: 10 | D: 2 | E: 1 | F: -3 | G: -3 | H: 6 | I: 9

[16] O=C(CCCCCn1c(=S)[nH]c2ccc(Br)cc2c1=O)NCC1CCCO1 (stereo not given)
  A: 5 | B: 6 | C: 12 | D: -4 | E: -2 | F: -3 | G: -2 | H: 6 | I: 0

[17] CCOCCCNC(=O)C(NC(=O)CNC(=O)c1ccccc1)c1ccc(OC)cc1 (stereo not given)
  A: 0 | B: 12 | C: -5 | D: 8 | E: 4 | F: -2 | G: -4 | H: 3 | I: 4

[18] CCn1c(SCC(=O)Nc2cc(F)ccc2C)nnc1-c1ccccc1O
  A: 10 | B: 3 | C: -1 | D: 1 | E: 2 | F: -1 | G: 3 | H: 2 | I: 6

[19] Cc1cc(C)c(S(=O)(=O)N2CCCCC2)cc1N(C)S(=O)(=O)c1ccc(Cl)cc1
  A: 3 | B: 1 | C: 3 | D: 3 | E: 8 | F: 1 | G: 2 | H: 5 | I: -1

[20] COc1cc(C(=O)OCC(=O)c2cc(C)n(C)c2C)cc(NC(=O)c2ccco2)c1OC
  A: 4 | B: 7 | C: -1 | D: 1 | E: 1 | F: 2 | G: -6 | H: 4 | I: 1

[21] Cc1ccc(C(C)C)c(OCCCNCc2cccnc2)c1
  A: 6 | B: 4 | C: 4 | D: -2 | E: 2 | F: -8 | G: 0 | H: 3 | I: -4

[22] Cc1cc(Sc2nccn2C)ncc1[N+](=O)[O-]
  A: 6 | B: -3 | C: 0 | D: -4 | E: -2 | F: -3 | G: 0 | H: -2 | I: -7

[23] COc1cc(C)ccc1OCC(=O)NCC1CCCO1 (stereo not given)
  A: 5 | B: 4 | C: . | D: -8 | E: . | F: -5 | G: . | H: -1 | I: .

[24] C=CCn1cnc2c(NCc3ccccc3)ncnc21
  A: 3 | B: -1 | C: 10 | D: -7 | E: 1 | F: 3 | G: 1 | H: 2 | I: -4

[25] O=C(NCCCSc1ccccc1)c1ccc(=O)[nH]c1
  A: 6 | B: 4 | C: 4 | D: -10 | E: 5 | F: 1 | G: -3 | H: 3 | I: 1

[26] COc1cccc(-c2sc3ccccc3c2-c2ccc(OCCN3CCCCC3)cc2)c1
  A: 3 | B: 0 | C: . | D: 3 | E: . | F: -3 | G: . | H: 6 | I: .

[27] COc1cc(C(=O)Nc2ccc(NC(=O)c3ccco3)nc2)cc(OC)c1OC
  A: -2 | B: 3 | C: 2 | D: 6 | E: -7 | F: 1 | G: 2 | H: 6 | I: 13

[28] COCOc1cc(O)c(C(=O)/C=C/c2ccc(OCOC)c(OCOC)c2)c(OCOC)c1
  A: . | B: . | C: -4 | D: . | E: -3 | F: 3 | G: -1 | H: 3 | I: 7

[29] CCNCc1cc(Cl)c(OCc2ccccc2)c(OCC)c1
  A: -1 | B: 5 | C: -2 | D: 1 | E: -3 | F: -5 | G: -2 | H: 1 | I: -5

[30] CC(=O)Nc1ccccc1OCC(=O)c1ccc2c(c1)OCO2
  A: 2 | B: 4 | C: -1 | D: 3 | E: -5 | F: -3 | G: -1 | H: 7 | I: 2

[31] Cc1ccc2c(c1)C(N1CCCC1=O)CC(c1ccco1)N2 (stereo not given)
  A: -6 | B: 1 | C: 6 | D: 10 | E: -6 | F: -4 | G: 2 | H: 0 | I: 1

[32] CCOC(=O)c1nn(-c2cccc(OC)c2)c(-c2ccccc2)c1C(=O)c1ccccc1
  A: 8 | B: 10 | C: -2 | D: -3 | E: 1 | F: 3 | G: 4 | H: 13 | I: 10

[33] CCOC(=O)c1ccc([N+](=O)[O-])c(CS(=O)(=O)c2ccc(Cl)cc2)c1
  A: 3 | B: 7 | C: -6 | D: 5 | E: 4 | F: -6 | G: -3 | H: 11 | I: -5

[34] Cc1ncc(CO)c2c1Oc1nc(-c3ccccc3)nc(SCC(=O)N(C)c3ccccc3)c1C2
  A: . | B: . | C: -14 | D: . | E: -30 | F: -8 | G: -7 | H: -11 | I: -12

[35] COCCNc1nc(N2CCCCC2)c2cnn(C)c2n1
  A: 4 | B: -1 | C: 2 | D: 4 | E: -1 | F: 7 | G: 2 | H: 6 | I: 10

[36] Cc1ccc(-c2noc(CCC(=O)N3CCCc4ccccc43)n2)cc1
  A: 2 | B: 3 | C: 2 | D: 11 | E: -4 | F: 1 | G: -5 | H: -4 | I: -7

[37] O=C(CC(O)(C(F)(F)F)C(F)(F)F)Nc1ccc(Cl)c(Cl)c1
  A: -5 | B: -3 | C: -4 | D: 1 | E: -15 | F: -5 | G: -10 | H: 3 | I: -13

[38] CCOc1cccc(NC(=O)CSc2nncn2N)c1
  A: -10 | B: 7 | C: 0 | D: 0 | E: 2 | F: -1 | G: 1 | H: 1 | I: 5

[39] CC(CC(=O)Nc1nc2ccccc2[nH]1)n1ccnc1 (stereo not given)
  A: 7 | B: 5 | C: 2 | D: 9 | E: 5 | F: -7 | G: 1 | H: 2 | I: -4

[40] O=C1NC(Cc2ccccc2)c2nc3ccccc3c(=O)n2-c2cc(Cl)ccc21 (stereo not given)
  A: . | B: . | C: . | D: . | E: 7 | F: 4 | G: -2 | H: 5 | I: 0

[41] CCCn1c(C)cc(C(=O)COc2ccc(C)nc2[N+](=O)[O-])c1C
  A: 3 | B: 2 | C: 6 | D: 7 | E: 0 | F: 1 | G: -4 | H: 1 | I: 30*

[42] CCN(CC)S(=O)(=O)c1ccc(C(=O)NNC(=O)C2CCN(S(=O)(=O)c3ccc(Cl)cc3)CC2)cc1
  A: 36* | B: 6 | C: 0 | D: 8 | E: -1 | F: -5 | G: 1 | H: 1 | I: 2

[43] CC1(C)CC2CC(C)(CN2C(=O)COC(=O)CNC(=O)c2ccc(Cl)c(Cl)c2)C1 (stereo not given)
  A: 13 | B: -1 | C: 8 | D: -2 | E: 1 | F: 4 | G: -2 | H: 5 | I: 3

[44] CC1CC2(CCCC2)Nc2ccc(F)cc21 (stereo not given)
  A: 3 | B: 1 | C: 4 | D: 2 | E: -3 | F: 3 | G: -2 | H: 3 | I: -8

[45] COCC(C)N1CC(O)=C(c2nc(-c3ccc(Cl)cc3)cs2)C1=N (stereo not given)
  A: 2 | B: -6 | C: 10 | D: 19 | E: -3 | F: -4 | G: 0 | H: 16 | I: 3

[46] Cc1cc2c(cc1S(=O)(=O)CCC(=O)N1CC(C)CC(C)C1)OCC(=O)N2 (stereo not given)
  A: 1 | B: -1 | C: 10 | D: 8 | E: -7 | F: -10 | G: -4 | H: -7 | I: -9

[47] COc1ccc(C(O)Cc2nc3ccccc3n2C)cc1OC (stereo not given)
  A: -5 | B: 5 | C: 2 | D: -5 | E: -2 | F: 0 | G: -1 | H: -5 | I: 2

[48] COc1cc2c(cc1OC)C(c1ccc(N(C)C)cc1)CC(=O)N2 (stereo not given)
  A: 5 | B: 3 | C: -12 | D: 11 | E: 6 | F: -4 | G: 0 | H: 0 | I: 0

[49] Cc1onc(-c2ccccc2)c1C(=O)Nc1nnc(-c2ccncc2)s1
  A: 0 | B: 6 | C: -15 | D: 3 | E: -3 | F: 2 | G: 4 | H: -4 | I: 4

[50] CCOC(=O)c1c(NC(=O)C(NCCN(C)C)c2ccccc2)sc2c1CCCC2 (stereo not given)
  A: 0 | B: 2 | C: 4 | D: 11 | E: 2 | F: 3 | G: -2 | H: 6 | I: 6

[51] CC(=O)NC(=O)c1nnn(Cc2ccccc2)c1NC(C)=O
  A: 4 | B: 9 | C: 6 | D: -6 | E: -2 | F: 1 | G: 3 | H: 0 | I: 8

[52] COc1ccc(C(=NN)c2ccc(OC)cc2)cc1
  A: -1 | B: -5 | C: -2 | D: -8 | E: -6 | F: 1 | G: -3 | H: 1 | I: 1

[53] COC(=O)c1sccc1NC(=O)CN(C)NS(=O)(=O)c1ccc([N+](=O)[O-])cc1
  A: -6 | B: 6 | C: -7 | D: -3 | E: 5 | F: 1 | G: -5 | H: -3 | I: 3

One compound at a time (already shown).
`CCNCc1cc(Cl)c(OCc2ccccc2)c(OCC)c1` as listed: PAFAH1B2 inh: -1; PAFAH1B3 inh: 5; GSTO1 inh: -2; PAFAH2 inh: 1; PME-1 primary: -3; PAD4 FP inh: -5; LYPLA1 inh: -2; pPAFAH FP inh: 1; LYPLA2 inh: -5
`CCOC(=O)c1ccc([N+](=O)[O-])c(CS(=O)(=O)c2ccc(Cl)cc2)c1` as listed: PAFAH1B2 inh: 3; PAFAH1B3 inh: 7; GSTO1 inh: -6; PAFAH2 inh: 5; PME-1 primary: 4; PAD4 FP inh: -6; LYPLA1 inh: -3; pPAFAH FP inh: 11; LYPLA2 inh: -5
